# Screening results (PubChem BioAssay)
# RPL19A TOR yeast – modulators of TOR pathway RPL19A-GFP in S. cerevisiae; S. cerevisiae RPL19A-GFP strain, flow cytometry, 3 h; stronger effect = lower value; percent response vs DMSO, % at 10 µM; 330,000 tested, 0.3% active; AID 2025;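 active = percent response vs DMSO below 50%; inconclusive = fewer than 70 events counted for the yeast strain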;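 note: median channel GFP fluorescence of the barcoded RPL19A-GFP strain; ratio of sample median GFP to plate DMSO average so 100% = DMSO; lower means less RPL19A-GFP as with rapamycin TOR inhibition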
# MEP2 TOR yeast – yeast TOR pathway MEP2-GFP modulation; 330,000 tested, 0.51% active; AID 2016; GFP response vs DMSO, % at 10 µM; S. cerevisiae MEP2-GFP strain, flow cytometry GFP, 3 h; 100% = DMSO control level;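 active = GFP response versus DMSO above a set limit, roughly screen mean plus 3 SD, cut at about 180% in these data; inconclusive = fewer than 70 cells counted for a yeast strain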;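 note: median GFP fluorescence of the barcode-gated MEP2-GFP cells per well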
# AGP1 TOR yeast – yeast TOR pathway AGP1-GFP modulation; S. cerevisiae AGP1-GFP multiplex flow cytometry, 3 h; GFP as percent of DMSO wells; GFP response vs DMSO, % at 10 µM; 320,000 tested, 0.02% active; AID 2066;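 active = GFP response relative to DMSO above a set limit, near screen average plus 3 SD, cut at about 150% in these data; inconclusive = fewer than 70 cells counted for the yeast strain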;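 note: median GFP channel fluorescence of the gated AGP1 strain per well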
# proCasp3 act – procaspase-3 (human) activation. P42574. recombinant procaspase-3 D3A, Ac-DEVD-pNA absorbance 405 nm. activation, % at 8.5 µM. 330,000 tested, 0.11% active. AID 463141;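 active = activation above the mean of all tested compounds plus 3 SD, cut at about 21% in these data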;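 note: 0% = DMSO alone and 100% = DMSO wells spiked with extra 5 µM PC-3 D3A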
# Target sequence (P42574 whole entry D9A/D28A/D175A): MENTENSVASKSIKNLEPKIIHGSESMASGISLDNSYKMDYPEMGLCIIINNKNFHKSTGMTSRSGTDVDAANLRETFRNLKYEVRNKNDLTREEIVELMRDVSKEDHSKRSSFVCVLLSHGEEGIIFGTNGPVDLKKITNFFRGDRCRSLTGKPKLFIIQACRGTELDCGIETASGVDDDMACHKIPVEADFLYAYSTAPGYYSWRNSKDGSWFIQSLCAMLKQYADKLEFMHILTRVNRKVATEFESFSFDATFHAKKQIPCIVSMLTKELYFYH
#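 assay system = Procaspase-3 D3A mutant | signal = absorbance at 405 nm, 0 and 120 min | times = 1 h preincubation plus 2 h reaction at 25 °C | repeats = single replicate | read-out = % activation between DMSO and enzyme-spiked controls | medium = Zinc-free HEPES saline buffer with Triton X-100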
# AHR activator – activates the human aryl hydrocarbon receptor; activation, % at 5 µM; AHR-responsive luciferase reporter cells, luminescence; 320,000 tested, 2.5% active; in the data active = activation above about 47%;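 note: 0% = vehicle wells and 100% = reference agonist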
# LAP4-GFP MLPCN – yeast TOR pathway LAP4-GFP modulation. GFP response vs DMSO, % at 10 µM. AID 2023. S. cerevisiae LAP4-GFP multiplex, flow cytometry GFP, 3 h; median GFP as percent of DMSO wells. 320,000 tested, 0.34% active;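 active = GFP response vs DMSO above a set limit, about the screen mean plus 3 SD, cut at about 150% in these data; inconclusive = under 70 cell events counted for the yeast strain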
# procasp7 counter – counter-screen: procaspase-7 (human) activation. P55210. 330,000 tested, 0.093% active. recombinant procaspase-7, Ac-DEVD-pNA absorbance 405 nm; D23A/D198A/D206A triple mutant, cannot self-cleave; scale: DMSO 0, 5 µM enzyme 100. activation, % at 8.5 µM;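 active = percent activation above the screen-wide mean plus 3 SD, cut at about 25% in these data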
# Target sequence (P55210 whole entry D23A/D198A/D206A): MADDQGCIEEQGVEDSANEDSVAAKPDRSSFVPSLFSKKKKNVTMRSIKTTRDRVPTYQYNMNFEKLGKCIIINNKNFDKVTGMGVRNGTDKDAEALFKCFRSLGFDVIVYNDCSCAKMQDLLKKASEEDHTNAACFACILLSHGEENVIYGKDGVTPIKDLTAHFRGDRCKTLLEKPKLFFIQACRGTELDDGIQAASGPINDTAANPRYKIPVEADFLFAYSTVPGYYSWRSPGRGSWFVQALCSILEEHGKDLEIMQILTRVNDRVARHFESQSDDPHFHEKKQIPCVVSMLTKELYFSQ
#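 Assay system: Uncleavable procaspase-7 mutant enzyme; Input: 2 µM procaspase-7 mutant as dispensed; Also added: DEVD-pNA substrate; Medium: Zinc-free HEPES pH 7.4 with 300 mM NaCl, 0.01% Triton X-100; Timing: 1 h compound preincubation, 2 h substrate cleavage, 25 °C; Measured by: Epi-absorbance of released pNA at 405 nm, two timepoints.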
# CIT2-GFP yeast – modulators of TOR pathway CIT2-GFP in S. cerevisiae; S. cerevisiae CIT2-GFP strain, flow cytometry, 3 h; 100 means same as DMSO wells; GFP response vs DMSO, % at 10 µM; 320,000 tested, 0.065% active; AID 2029;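 active = GFP response relative to DMSO above a set limit, near the screen mean plus 3 SD, cut at about 150% in these data; inconclusive = Fewer than 70 cells measured for a yeast strain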;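 note: ratio of well median GFP fluorescence to mean of DMSO wells on the plate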
# The depositor's hits bear a star; u = inconclusive; x = not tested or not shown; [ ] = remark or other dose.
# Preview (5 entries):
# Results follow in this order: RPL19A TOR yeast, MEP2 TOR yeast, AGP1 TOR yeast, proCasp3 act, AHR activator, LAP4-GFP MLPCN, procasp7 counter, CIT2-GFP yeast
> Cn1c(SCC(=O)Nc2nc(C(C)(C)C)cs2)nnc1C1CC1
→ 108, 105, 100, -1, -1, 95, 7, 96
> COc1ccc(C(=O)Nc2ccc3c(c2)C(=O)c2ccccc2C3=O)cc1OC
→ 100, 96, 98, 0, 1, 101, -2, 102
> O=c1cc(COc2ncnc3ccccc23)nc2sccn12
→ 96, 94, 101, -1, 1, 101, 6, 94
> CC(C)C[C@H](NC(=O)c1[nH]cnc1C(=O)N[C@@H](Cc1ccccc1)C(=O)OCc1ccccc1)C(=O)OC(C)(C)C
→ 96, 92, 76, -5, 5, 133, 2, 66
> CC(C)c1ccc(NC(=O)CN2CCN(c3ccccn3)CC2)cc1
→ 105, 105, 94, 2, 3, 89, 0, 104

# This part in full, from the first entry:
# Results follow in this order: RPL19A TOR yeast, MEP2 TOR yeast, AGP1 TOR yeast, proCasp3 act, AHR activator, LAP4-GFP MLPCN, procasp7 counter, CIT2-GFP yeast
> Cn1c(SCC(=O)Nc2nc(C(C)(C)C)cs2)nnc1C1CC1
→ 108, 105, 100, -1, -1, 95, 7, 96
> COc1ccc(C(=O)Nc2ccc3c(c2)C(=O)c2ccccc2C3=O)cc1OC
→ 100, 96, 98, 0, 1, 101, -2, 102
> O=c1cc(COc2ncnc3ccccc23)nc2sccn12
→ 96, 94, 101, -1, 1, 101, 6, 94
> CC(C)C[C@H](NC(=O)c1[nH]cnc1C(=O)N[C@@H](Cc1ccccc1)C(=O)OCc1ccccc1)C(=O)OC(C)(C)C
→ 96, 92, 76, -5, 5, 133, 2, 66
> CC(C)c1ccc(NC(=O)CN2CCN(c3ccccn3)CC2)cc1
→ 105, 105, 94, 2, 3, 89, 0, 104
> COc1ccccc1-n1cc(C(=O)NCC(=O)NCc2ccc(F)cc2)c2ccccc2c1=O
→ 98, 101, 111, -4, 1, 114, 3, 106
> CCCCN1CC(=O)N2[C@H]3c4cc(Br)ccc4OC[C@@H]3[C@H](C(=O)OCC)[C@]2(C)C1=O
→ 95, 105, 97, 5, -2, 98, 8, 104
> CC(=O)N1CCN(C(=O)C2CCN(S(=O)(=O)c3ccccc3C(F)(F)F)CC2)CC1
→ 97, 96, 97, 3, 1, 94, -5, 100
> CC(=O)c1cccc(NC(=O)CSc2nnc(-c3cccnc3)o2)c1
→ 94, 98, 95, 1, 1, 95, -6, 89
> CN1Cc2cccc3c2C(Cc2ccccc2S3)C1 (configuration not stated)
→ 101, 101, 102, 12, -1, 100, 10, 98
> O=C(NCC(=O)N(CCc1ccccc1)C(C(=O)NC1CCCCC1)c1ccncc1)c1ccco1 (configuration not stated)
→ 98, 94, 98, -11, 6, x, -1, 100
> CCOc1ccc(N2CC(C(=O)Nc3ccc(S(=O)(=O)N4CCOCC4)cc3)CC2=O)cc1 (configuration not stated)
→ 64[may fluoresce violet], 186*[may fluoresce violet], 26[may fluoresce violet], 0, 0, 96[may fluoresce violet], 2, u
> CCOc1ccc(C2CC(c3ccccc3C)n3ncnc3N2)cc1 (configuration not stated)
→ 102, 106, 97, -2, 1, 95, 0, 99
> COCCNC(=S)N/N=C(\C)c1ccc2cc(OC)ccc2c1
→ 101, 101, 95, 2, 27, 100, -4, 95
> O=C(COC(=O)c1ccc(S(=O)(=O)NCc2ccco2)cc1)NCc1ccccc1
→ 97, 97, 97, -5, 0, 92, 4, 96
> O=C(CSc1nc(O)cc(=O)n1-c1ccc(Cl)c(Cl)c1)Nc1ccc(Cl)cc1Cl
→ 102, 101, 111, 6, 2, 100, 4, 101
> Cc1cc(C(=O)c2ccccc2)nc2ccccc12
→ 100, 105, 107, 2, 0, 108, -5, 112
> CC(C)(CN1CCC(Cc2ccccc2)CC1)NS(=O)(=O)c1ccccc1
→ 93, 100, 95, 7, 0, 98, -10, 90
> O/C=c1\ccc2cccc3nc(C(F)(F)F)nc1c23
→ 115, 233*, 104, -4, 1, 173*, -12, 242*
> CCCS(=O)(=O)c1cnc(C2COc3ccccc3O2)nc1N (configuration not stated)
→ 103, 105, 101, 1, -8, 92, -6, 100
> COC(=O)c1c(-c2ccc(OC)c(OC)c2)csc1N
→ 94, 95, 93, -11, 12, 106, -14, 88
> Cc1cccc(-n2nnc(C(=O)NC3CCCc4ccccc43)c2N)c1 (configuration not stated)
→ 96, 103, 98, -3, 6, 120, 10, 83
> O=C(NCC1CCCO1)C1CCN(C2CCN(C3CCCCCC3)CC2)CC1 (configuration not stated)
→ 96, 91, 92, 3, 0, 92, 0, 87
> COc1ccc(CNC2CCCC2)c(OC)c1OC
→ 96, 96, 97, 2, 4, 93, 1, 99
> CC(CCc1ccccc1)NC(=O)c1ccc2nc(N3CCOCC3)sc2c1 (configuration not stated)
→ 103, 98, 103, -6, 7, 107, -3, 101
> Cc1ccccc1C(=O)NC(=S)NCCc1ccccc1
→ 100, 92, 92, -6, 86*, 91, -23, 85
> COc1ccc(OC2OC3COC(C)(C)OC3C(O)C2NC(C)=O)cc1 (configuration not stated)
→ 97, 107, 101, -10, 1, 102, 22, 106
> CCN(CC)CCN(Cc1cc2cc3c(cc2[nH]c1=O)OCO3)C(=S)NC
→ 102, 108, 95, 6, 10, 82, -3, 104
> O=C(NCCCN1CCCC1)c1ccc2c(c1)N(Cc1ccccc1F)C(=O)c1ccccc1S2=O (configuration not stated)
→ 101, 104, 104, 7, -2, 94, -1, 102
> O=C(NNC(=S)Nc1ccc(Cl)cc1Cl)c1cccnc1
→ 93, 98, 93, 0, 2, 94, -6, 94
> CC1(c2ccc3c(c2)OCCO3)NC(=O)N(CC(=O)Nc2ccccc2)C1=O (configuration not stated)
→ 112, 110, 118, 7, 1, 115, -2, 106
> CC(Oc1cccc2c1OC(C)(C)C2)C(=O)O (configuration not stated)
→ 103, 105, 106, 2, 1, 100, 14, 105
> Oc1ccc(/C=N/Nc2nn3cnnc3c3ccccc23)cc1
→ 97, 104, 95, -6, 13, 95, -6, 90
> CCN1CCc2nc(NC(=O)c3ccc(S(=O)(=O)N(C)C)cc3)sc2C1
→ 99, 100, 102, 3, 0, 95, 1, 98
> O=C(CN(Cc1ccc(Cl)cc1)C(=O)c1csnn1)NCc1ccc(F)cc1
→ 90, 98, 92, -11, 0, 89, -15, 96
> CCn1c(C)nc2cc(C(=O)N/N=C/c3cccc(OC)c3O)ccc21
→ 96, 100, 103, -19, -12, 97, -13, 105
> CCC1Nc2ncnc(N3CCCCC3)c2N(Cc2ccc(OC)cc2)C1=O (configuration not stated)
→ 110, 106, 119, -1, 1, 116, 8, 107
> CCC(=O)c1ccc2c(c1)OCCO2
→ 97, 101, 104, -12, -2, 106, 0, 100
> Cc1ccc2cc(CN(C(=O)C3CCCO3)C3CCCCC3)c(=O)[nH]c2c1 (configuration not stated)
→ 94, 94, 91, 3, 9, 92, 7, 97
> Cc1cccc(Nc2nc(N)nc(CN3CCN(c4ccccc4F)CC3)n2)c1
→ 101, 102, 101, 19, 4, 99, 8, 100

# Continued, starting with the last 5 of the part before.
# Results follow in this order: RPL19A TOR yeast, MEP2 TOR yeast, AGP1 TOR yeast, proCasp3 act, AHR activator, LAP4-GFP MLPCN, procasp7 counter, CIT2-GFP yeast
> CCn1c(C)nc2cc(C(=O)N/N=C/c3cccc(OC)c3O)ccc21
→ 96, 100, 103, -19, -12, 97, -13, 105
> CCC1Nc2ncnc(N3CCCCC3)c2N(Cc2ccc(OC)cc2)C1=O (configuration not stated)
→ 110, 106, 119, -1, 1, 116, 8, 107
> CCC(=O)c1ccc2c(c1)OCCO2
→ 97, 101, 104, -12, -2, 106, 0, 100
> Cc1ccc2cc(CN(C(=O)C3CCCO3)C3CCCCC3)c(=O)[nH]c2c1 (configuration not stated)
→ 94, 94, 91, 3, 9, 92, 7, 97
> Cc1cccc(Nc2nc(N)nc(CN3CCN(c4ccccc4F)CC3)n2)c1
→ 101, 102, 101, 19, 4, 99, 8, 100
> COc1ccc(NC(=S)Nc2ccc3nc(C)c(C)nc3c2)cc1
→ 99, 98, 104, -9, 17, 117, -7, 94
> COc1cc(/C=C2\Oc3cc(O)ccc3C2=O)ccc1O
→ 100, 104, 101, -8, 1, 103, -20, 98
> CCOc1ccccc1NS(=O)(=O)c1cc2c3c(c1)C(C)C(=O)N3CCC2 (configuration not stated)
→ 97, 107, 100, 10, 1, 93, 5, 97
> O=C(/C=C/c1ccc(S(=O)(=O)N2CCOCC2)cc1)OCC(=O)c1ccc([N+](=O)[O-])cc1
→ 109, 111, 104, -14, -1, 102, -19, 108
> Cn1c(SCC(=O)c2ccc3c(c2)Cc2ccccc2-3)nnc1-c1ccccc1
→ 102, 103, 102, -3, 5, 109, -10, 90
> O=C(c1ccc2c(c1)OCO2)N1CCN(c2ccc(F)cc2)CC1
→ 89, 92, 90, 0, -2, 89, 9, 97
> O=[N+]([O-])c1cn(Cc2ccccc2)cn1
→ 104, 88, 100, 14, 0, 96, 3, 103
> COc1ccc(N(CC(=O)NCc2ccncc2)S(=O)(=O)c2ccccc2[N+](=O)[O-])c(OC)c1
→ 102, 96, 90, -1, 4, 94, -17, 103
> CCC(=O)Nc1ccc(NC(=O)c2cccc3c(Br)cccc23)cc1
→ 104, 97, 101, -4, 0, 105, 4, 96
> COC(=O)Cn1c(=NC(=O)c2ccc(S(=O)(=O)N3CCOCC3)cc2)sc2cc(S(N)(=O)=O)ccc21
→ 94, 100, 106, 2, 0, 114, 11, 97
> O=C(Nc1nccs1)C1CC=CCC1 (configuration not stated)
→ 92, 89, 93, -11, 0, 104, 1, 86
> CCc1cc2ccc(C)cc2nc1SCC(=O)Nc1c[nH]c(=O)[nH]c1=O
→ 103, 97, 92, -3, 2, 88, 3, 103
> ClCC1=Nc2cccc3cccc(c23)N1
→ 94, 93, 100, -7, 13, 115, -3, 90
> Cc1cc(SCc2cccc(C(F)(F)F)c2)nc(=O)[nH]1
→ 108, 115, 113, 1, 1, 113, 3, 111
> Cc1c(C(=O)N2CCCC2)c(S(=O)(=O)NCC(C)c2ccccc2)c(C)n1C (configuration not stated)
→ 100, 104, 96, 2, 0, 99, 0, 100
> Cc1ccc(S(=O)(=O)c2cc3c(=O)n4ccccc4nc3n(C)c2=N)cc1
→ 99, 106, x, -30, 2, 102, -28, 98
> Cc1nc(NC(=O)CC(C)C)sc1-c1csc(Nc2ccc(Cl)cc2)n1
→ 95, 91, 82, -5, 92*, 101, -13, 87
> CN(Cc1ccccc1)S(=O)(=O)c1cccc2cccnc12
→ 103, 106, 106, -7, -7, 109, -5, 107

# No enrichment for hits, and some 3.5% of all compounds hit somewhere here.
